Source: PubChem
Rad51 HR inh – Rad51 (human) homologous recombination inhibition | Q06609 | hRad51 DNA strand exchange, fluorescence dequenching | inhibition, % at 10 µM | 0.085% of 200,000 active | AID 1385;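 active = inhibition above 40% at the single screening dose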;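 note: 0% = DMSO control wells and 100% = blanks with heterologous ssDNA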
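Test system: preformed human Rad51 ssDNA filaments. Compound dosing: single dose, 10 µM final compound. Incubation: filaments 15 min 37 °C, then compound 30 min. Technique: FRET fluorescence dequenching, excitation 485 nm, emission 520 nm. Read-out basis: percent inhibition from fluorescence, normalised to plate control and blank means. Benchmarks: plate controls and plate blanks.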
14-3-3 Bad PPI – disrupts binding of bovine 14-3-3 zeta to phospho-Bad peptide | P63103 | 0.71% of 220,000 active | TR-FRET 14-3-3zeta/Dy647-pBad peptide displacement, 1 h | inhibition, % at 21.7 µM;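 active = inhibition above about 70%, limit read from the data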;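 note: 0% = full 14-3-3 plus peptide FRET controls and 100% = background without 14-3-3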
thrombin 1536 – blocks human thrombin protease activity | 0.26% of 220,000 active | inhibition, % at 5 µM | AID 1046 | P00734 | alpha-thrombin, Boc-VPR-AMC fluorogenic substrate cleavage;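 active = inhibition at or above 40%; inactive = inhibition below 40%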;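 note: 0% = enzyme with no compound and 100% = wells without enzyme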
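signal = AMC fluorescence, 355/460 nm | material = human alpha-thrombin enzyme | control set = enzyme without compound as high, wells lacking enzyme as low | times = reaction at room temperature | read-out basis = percent inhibition scaled between no-compound controls and no-enzyme blanks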
Furin inhibitor – inhibitors of human furin; purified furin, fluorogenic substrate cleavage; 0.061% of 220,000 active; P09958; inhibition, % at 30 µM; in the data active = inhibition above about 25%; note: inactives centre near -15
KLK5 inh – blocks human kallikrein 5 protease activity | 0.59% of 210,000 active | AID 873 | Q9Y337 | recombinant hK5, fluorogenic AMC substrate cleavage | inhibition, % at 5 µM;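 active = inhibition of 40% or more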;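 note: 0% = enzyme controls without compound and 100% = no-enzyme blanks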
p47phox inh – p47phox (human) inhibition; p47phox/p22phox peptide binding, fluorescence polarization, 2 h; P14598; inhibition, % at 24.7 µM; 0.53% of 220,000 active;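 note: 0% = p47phox with labelled peptide and 100% = labelled peptide alone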
EBV gp42 inh – inhibitors of Epstein-Barr virus glycoprotein 42 | 0.42% of 220,000 active | Q1HVG2 | Fluorescence polarization binding assay, mP read-out | inhibition, % (tested at 21.74 µM) | AID 1085; in the data active = inhibition above about 50%
KCC2 mod – modulators of human KCC2 chloride dependent transport. 2.2% of 190,000 active. KCC2 cells, thallium flux FluoZin-2 fluorescence. Q9H2X9. B-score of Tl+ flux slope (higher = more flux/activation; lower = inhibition) at 10 µM;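 active = thallium flux slope and its plate-corrected score both differing from the plate sample mean at a set confidence after two filtering rounds, in either direction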;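 note: slope of fluorescence scaled to starting intensity during 10 to 20 s after thallium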
eIF4E-4G inh – eIF4E/eIF4G interaction inhibition in translation initiation; P63073+Q04637; 0.37% of 220,000 active; inhibition, % at 21.7 µM; TR-FRET eIF4E-eIF4GI(517-606) binding, 2 h; AID 782;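 note: 0% = full FRET control wells and 100% = background wells lacking eIF4GI fragment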
Numbers without * were called inactive; . = no result given; & = joins results of further samples; [ ] = remark or other dose.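 Rule for the calls, unless noted: active = inhibition above about 30% (limit read from the data); inactive = the rest.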 The order is random. About 4.7% of those tested had a hit in this group.

SMILES	Rad51 HR inh	14-3-3 Bad PPI	thrombin 1536	Furin inhibitor	KLK5 inh	p47phox inh	EBV gp42 inh	KCC2 mod	eIF4E-4G inh
CC1CCCCC12NC(=O)N(CC(=O)Nc1ccc(S(=O)(=O)N3CCOCC3)cc1)C2=O (stereo not drawn)	6.2	-17.6	-5.3	-10.5[20 µM]	-14.4	-6.2	-16.8	0.509	-4.3
CCCCn1c(SCC(=O)c2cc(OC)ccc2OC)nc2cc(S(N)(=O)=O)ccc21	0.7	-7.6	-3.7	-9.0	-2.9	-59.6	-2.1	1.54	4.8
Cc1ccc(-c2nc(NCc3ccco3)n(S(C)(=O)=O)n2)cc1	9.7	-5.6	2.6	-17.2	-11.1	-11.5	5.5	-0.22	-0.8
CCOc1ccc(-c2nnc(-c3snc(-c4ccc(F)cc4)c3N=CN(C)C)o2)cc1	-5.4	-13.2[fluorescence artefact?]	-0.8	-16.6	-35.1	-1.4	-4.5	0.813	-7.9
Cc1nc2ccc(NC(=S)NC3CCCCC3)cc2nc1C	5.5	6.3	3.9	-10.5	-6.3	-2.0	2.5	-0.0927	-0.8
COc1ccc(Cl)cc1C(=O)CSc1nnnn1C1CCCCC1	5.8	-3.8	-3.6	-31.0[20 µM]	-1.5	-5.2	4.5	-0.549	2.1
COc1cc(=O)n(C)c2c(O)cccc12	-0.7	-3.0	-4.0	-13.2	0.0	0.0	-9.7	-0.124	-1.6
N#CC12CCCCC1CC1CCCCC1(C#N)N2Cc1cccnc1 (stereo not drawn)	.	.	10.6	-16.9	16.2	.	.	-0.79	.
c1ccc(-c2ccn3nnnc3n2)cc1	4.1	2.3	-1.0	-13.8[20 µM]	-14.2	-9.4	-11.4	-0.0297	10.9
c1ccc(-c2cn3c4c(sc3n2)CCCC4)cc1	.	44.1	0.6	-11.6	-2.8	-10.4	-0.2	0	-7.7
CCC1CCCCN1CC(=O)Nc1cc(OC)c(OC)cc1C#N (stereo not drawn)	26.6	-15.1	-8.5	-14.2	0.8	-3.6	-8.7	0.14	0.2
CCc1ccc2c(CN3CCc4ccccc43)cc(=O)oc2c1	5.1	-8.8	2.5	-17.6	-6.8	-21.1	-26.9	-0.0295	2.9
CCN(CC)CCCNC(=O)c1c(O)c2c([nH]c1=O)CCCC2	-2.0	6.3	2.8	-15.9	12.8	-7.6	-26.1	0.58	1.9
CC(C)(O)P(=O)(O)CCc1ccccc1	-7.8	-0.4	-5.2	-24.2	-0.6	0.9	-8.4	-0.125	-1.3
CC(C)C(=O)N1CCC(c2nc(-c3ccc(S(=O)(=O)N4CCN(C)CC4)cc3)no2)CC1	11.6	-4.7	.	-13.3	0.0	-6.7	-6.1	-0.352	0.5
CCOC(=O)c1nn(-c2ccc(F)cc2)cc1O	14.9	3.0	2.8	-14.5	-12.2	-13.9	-13.1	0.0312	1.3
Cc1nnc(Nc2ccc3c(c2)OCO3)c2ccccc12	4.2	81.8*[fluorescence artefact?]	-4.6	-21.4	2.6	-4.0	-16.8	.	7.1
O=C(NNC(=O)C1CCCN(S(=O)(=O)c2cccc(F)c2)C1)C1CC1 (stereo not drawn)	-12.7	-5.6	5.7	-9.5	-1.3	-13.7	-12.9	-0.33	0.6
COc1cccc(C(=O)N/N=c2\sc3ccccc3n2C)c1	18.7	0.2	-6.4	-7.3	-9.7	-12.5	-2.6	0.0988	5.7
COc1cccc(C2C(C(C)=O)=C(O)C(=O)N2CCNCCO)c1 (stereo not drawn)	15.0	2.5	-3.2	-19.8	3.2	-7.5	-14.7	.	-2.0

2 entries from above, with each value named.
> CCC1CCCCN1CC(=O)Nc1cc(OC)c(OC)cc1C#N (stereo not drawn)
  Rad51 HR inh = 26.6 | 14-3-3 Bad PPI = -15.1 | thrombin 1536 = -8.5 | Furin inhibitor = -14.2 | KLK5 inh = 0.8 | p47phox inh = -3.6 | EBV gp42 inh = -8.7 | KCC2 mod = 0.14 | eIF4E-4G inh = 0.2
> CCc1ccc2c(CN3CCc4ccccc43)cc(=O)oc2c1
  Rad51 HR inh = 5.1 | 14-3-3 Bad PPI = -8.8 | thrombin 1536 = 2.5 | Furin inhibitor = -17.6 | KLK5 inh = -6.8 | p47phox inh = -21.1 | EBV gp42 inh = -26.9 | KCC2 mod = -0.0295 | eIF4E-4G inh = 2.9

Additional records.
SMILES	Rad51 HR inh	14-3-3 Bad PPI	thrombin 1536	Furin inhibitor	KLK5 inh	p47phox inh	EBV gp42 inh	KCC2 mod	eIF4E-4G inh
COc1ccc(C(=O)CN2Cc3ccccc3C2=N)cc1	.	5.2	-5.0	-30.1	0.5	-12.7	-13.2	-1.64	5.2
COC(=O)c1ccccc1NC(=O)CN1C(=O)CSC1=O	7.8	-5.7	-7.0	-14.0	-22.9	-7.1	4.7	-0.0348	-4.6
CCOC(=O)CNc1nc(Cl)nc(Nc2ccc(Cl)cc2)n1	5.2	10.2	2.5	-8.7	0.4	-0.9	-1.5	0.639	0.5
COCCNC(=O)C(c1ccc(C)o1)N(Cc1ccccc1)C(=O)Cn1nnc2ccccc21 (stereo not drawn)	-0.7	-9.5	0.1	-17.3	-4.8	14.1	-7.8	-0.0491	-5.5
COc1ccc(CNc2nc(SCC(=O)NCc3ccco3)nc3ccccc23)cc1	3.5	-6.3	4.4	-32.4[20 µM]	-10.5	-9.9	-22.4	0.366	7.5
Cc1cc(=O)c2cc(Cl)ccc2[nH]1	.	11.8	2.0	-21.9	-2.2	5.0	-4.0	-0.512	4.0
COCc1cc(=O)n2[nH]c(SCc3ccccc3)nc2n1	-4.8	15.6[fluorescence artefact?]	1.5	-21.6[20 µM]	-5.8	-19.9	-17.2	0.268	4.6[fluorescence artefact?]
CCCC(=O)OCC(=O)Nc1ccccc1C#N	1.9	-6.0	-5.3	-11.5	-5.9	-11.9	-19.1	.	-2.9
Cc1cc(C(=O)OCC(=O)Nc2sc3c(c2C#N)CCC(C)C3)c2ccccc2n1 (stereo not drawn)	-12.2	-9.9[fluorescence artefact?]	-5.7	-15.9	-4.7	-21.4	-19.1	0.882	6.8
Cc1cc(C)n(Cc2ccc(Cl)cc2Cl)c(=O)c1S(=O)(=O)c1ccccc1	-0.9	-8.8	-7.1	-3.7[20 µM]	3.3	2.2	-16.4	.	-0.5
Cc1cccc(COc2ncnc3nc[nH]c23)c1	-20.2	-11.4	-8.2	-19.3	-14.2	-9.2	-3.0	-0.311	12.8
CCN(CC)c1ccc(SS(=O)(=O)O)cc1	18.0&4.9	-2.6&50.5	-15.5&1.1	-26.2&-9.9[20 µM]	2.2&-0.2	1.9&1.5	-23.7&-16.5	-0.0644&0.407	1.3&4.6
Cc1cc(=O)cc(C)n1-c1ccc(F)cc1F	0.2	-2.2	-13.2	-16.0	-3.7	3.9	-4.5	0.0246	-3.8
COc1cc(/C=C2\CC/C(=C\c3cc(OC)c(OC)c(OC)c3)C2=O)cc(OC)c1OC	-18.1	17.1[fluorescence artefact?]	-7.1	0.5	-8.8	-5.7	-17.9	0.0788	-4.3
Cc1ccc(/C=N/n2c(-c3ccco3)n[nH]c2=S)s1	11.0	-3.7	1.4	-24.8	-5.9	-20.2	-25.6	2.11	2.6
Cc1ccc(NC(=O)c2cc(Cl)nc3ccccc23)cc1	-1.0	-2.7	2.5	-27.1[20 µM]	2.0	-10.6	-3.8	0.303	-2.2
O=C(CSCc1cnn(-c2ccccc2)c1-n1cccc1)NCCN1CCOCC1	-5.4	9.8	-8.0	-12.8[20 µM]	6.8	-9.3	-10.1	-0.367	6.7
Cc1cc(OCC(=O)O/N=C(\N)c2ccccc2)cc(C)c1Cl	3.4	-4.4	-0.3	-27.8[20 µM]	0.8	-9.3	2.3	0.775	6.0
CCC(C)(C)NC(=O)C(c1cccnc1)N(C(=O)c1csnn1)c1ccccc1 (stereo not drawn)	.	-6.1	8.2	-13.8	-1.8	6.1	2.2	1.6	-3.0
O=C(NC(=S)Nc1ccc(N2CCOCC2)c(Cl)c1)c1cncc(Br)c1	-1.1	-15.0[fluorescence artefact?]	-2.0	-6.2	-21.2	-4.9	-24.3	11.1*	1.0
N#Cc1cn(CCOc2ccccc2F)c2ccccc12	1.3	8.6	6.6	-23.2[20 µM]	21.1	-1.7	5.6	-1.34	0.8
COc1cc(C)nc(N(Cc2ccccc2)S(=O)(=O)c2ccc(C)cc2)n1	-3.0	-1.5	-0.3	-11.9	2.4	-3.2	-23.2	0.497	-8.9
c1ccc(Cn2nnc3c(N4CCc5ccccc54)ncnc32)cc1	1.3	4.2	-1.9	-19.5[20 µM]	1.5	-6.4	-8.4	-1	0.6[fluorescence artefact?]
CCOC(=O)N1CCN(CC(=O)Nc2sc(CC)cc2C(=O)c2ccc(OC)cc2)CC1	-5.6	-2.0	-2.2	-7.8	13.2	5.9	5.2	-2.69	-3.5
Cc1cc(=O)[nH]c(COc2ccccc2)n1	-4.3	-5.5	9.8	-14.4	11.5	0.9	0.3	.	-3.9
Cc1nnc(SC/C=C/c2ccccc2)n(N)c1=O	13.7	-12.9	-8.9	-24.2	-8.9	1.8	-6.5	0.879	-3.3
CC(C)(O)C#Cc1ccc(C(=O)NC2CCCCC2)s1	5.7	-8.3	1.3	-24.2	0.7	-0.9	5.0	1.39	-3.7
CC1(C)O[C@@H]2C[C@H]3[C@@H]4CCC5=CC(=O)C=C[C@]5(C)[C@@]4(F)[C@@H](O)C[C@]3(C)[C@]2(C(=O)CO)O1	-0.1	-2.2	.	-10.1	0.1	-1.2	-4.2	0.532	1.1
COCCNCCOCCOc1cccc(OC)c1	0.6	7.7	-2.5	-10.0	10.1	-0.2	12.4	.	2.5
O=C(CCNS(=O)(=O)c1cccs1)Nc1ccccc1F	-1.1	-9.2[fluorescence artefact?]	0.8	-29.2[20 µM]	-4.3	-9.2	-17.1	0.222	-8.9
Cn1cnnc1SCC(=O)NC1CCCCC1	8.4	-10.0	-3.2	-13.0	-23.7	-4.5	-11.2	0.606	3.2
O=C(c1ccco1)N1CCN(S(=O)(=O)c2ccc(Br)s2)CC1	6.4	-8.4	-2.9	-28.2[20 µM]	4.3	-19.5	-19.0	-1.46	4.3
CCCCN(CCCC)c1cc(C)nc(-c2ccccc2O)n1	-9.8	-2.5	2.8	-16.5[20 µM]	6.6	14.7	-4.2	-0.235	6.5
COc1ccccc1N1CCN(S(=O)(=O)c2ccc3c(c2)n(C)c(=O)n3C)CC1	0.3	-7.7	-4.3	-21.4	0.2	-15.2	-17.4	-0.536	-0.6
CCOC(=O)c1c(C)c(C(=O)NCc2ccccn2)c(C)n1C	6.4	5.2[fluorescence artefact?]	-6.7	-18.2	0.1	-12.8	-10.3	.	1.4[fluorescence artefact?]
CCOC(=O)C(NC(=O)CC)(Nc1sc(C)c(CC)c1C#N)C(F)(F)F (stereo not drawn)	2.4	15.4	15.6	-12.7	-4.8	-14.7	-20.2	-0.961	-4.6
Cc1ccc(CNC(=O)C2CCCN(S(=O)(=O)c3cccnc3)C2)cc1 (stereo not drawn)	-2.5	5.0	-9.0	-21.4[20 µM]	2.7	0.7	3.8	-0.189	0.9
Cc1ccc(C(c2sc3nc(C)nn3c2O)N2CCN(c3ccc(F)cc3)CC2)cc1 (stereo not drawn)	0.1	-7.1	3.9	8.1	-4.0	-10.6	2.4	-0.0715	1.4

Random excerpt: 2 entries already listed.
SMILES	Rad51 HR inh	14-3-3 Bad PPI	thrombin 1536	Furin inhibitor	KLK5 inh	p47phox inh	EBV gp42 inh	KCC2 mod	eIF4E-4G inh
CCCCn1c(SCC(=O)c2cc(OC)ccc2OC)nc2cc(S(N)(=O)=O)ccc21	0.7	-7.6	-3.7	-9.0	-2.9	-59.6	-2.1	1.54	4.8
CCOC(=O)c1nn(-c2ccc(F)cc2)cc1O	14.9	3.0	2.8	-14.5	-12.2	-13.9	-13.1	0.0312	1.3
